Screening results as filed in PubChem.
PHOSPHO1 inh – inhibitors of human PHOSPHO1 phosphatase. recombinant PHOSPHO1, absorbance phosphatase assay. inhibition, % at 13.3 µM. 290,000 tested, 1.1% active. AID 1565; in the data active = inhibition above about 60%
M4 PAM – potentiates acetylcholine response at human M4 receptor. CHO-K1 hM4/Gqi5, Fluo-8 calcium fluorescence, ACh EC20; 0% = ACh EC20, 100% = maximal ACh. activation, % at 3 µM. 360,000 tested, 0.4% active;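 active = activation above its plate's cutoff, the mean activation of sample wells plus 3 SD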; also: some results filed as inactive read as strong as hits
CRFBP-R2 agonist – agonists of human CRF-binding protein/CRF-R2 receptor complex. AID 588473. 350,000 tested, 0.46% active. activation, % at 13.2 µM. HEK293 CRF-R2/CRF-BP, calcium dye fluorescence (FLIPR); percent of saturating CRF peptide response;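 active = activation of at least 50%, plus an integration ratio under a set limit after plate pattern correction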;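 also: plate controls were neutral control wells without compound for no effect and CRF at EC100 for full effect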
IDE cell inh – cellular human IDE inhibition. HEK cells, FAbetaB cleavage, fluorescence polarization. inhibition, % at 5.59 µM. 320,000 tested, 0.41% active. AID 434962;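 active = percent inhibition above the average of all tested compounds plus 3 SD, set per screening campaign, cut at about 16% in these data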;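 also: IDE supplied by intact live HEK cells; FP after avidin binding of uncleaved biotin substrate so inhibition keeps polarization high; 0% = DMSO wells and 100% = 60 µM reference IDE inhibitor Ii1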
Target sequence (P14735 whole entry, looked up): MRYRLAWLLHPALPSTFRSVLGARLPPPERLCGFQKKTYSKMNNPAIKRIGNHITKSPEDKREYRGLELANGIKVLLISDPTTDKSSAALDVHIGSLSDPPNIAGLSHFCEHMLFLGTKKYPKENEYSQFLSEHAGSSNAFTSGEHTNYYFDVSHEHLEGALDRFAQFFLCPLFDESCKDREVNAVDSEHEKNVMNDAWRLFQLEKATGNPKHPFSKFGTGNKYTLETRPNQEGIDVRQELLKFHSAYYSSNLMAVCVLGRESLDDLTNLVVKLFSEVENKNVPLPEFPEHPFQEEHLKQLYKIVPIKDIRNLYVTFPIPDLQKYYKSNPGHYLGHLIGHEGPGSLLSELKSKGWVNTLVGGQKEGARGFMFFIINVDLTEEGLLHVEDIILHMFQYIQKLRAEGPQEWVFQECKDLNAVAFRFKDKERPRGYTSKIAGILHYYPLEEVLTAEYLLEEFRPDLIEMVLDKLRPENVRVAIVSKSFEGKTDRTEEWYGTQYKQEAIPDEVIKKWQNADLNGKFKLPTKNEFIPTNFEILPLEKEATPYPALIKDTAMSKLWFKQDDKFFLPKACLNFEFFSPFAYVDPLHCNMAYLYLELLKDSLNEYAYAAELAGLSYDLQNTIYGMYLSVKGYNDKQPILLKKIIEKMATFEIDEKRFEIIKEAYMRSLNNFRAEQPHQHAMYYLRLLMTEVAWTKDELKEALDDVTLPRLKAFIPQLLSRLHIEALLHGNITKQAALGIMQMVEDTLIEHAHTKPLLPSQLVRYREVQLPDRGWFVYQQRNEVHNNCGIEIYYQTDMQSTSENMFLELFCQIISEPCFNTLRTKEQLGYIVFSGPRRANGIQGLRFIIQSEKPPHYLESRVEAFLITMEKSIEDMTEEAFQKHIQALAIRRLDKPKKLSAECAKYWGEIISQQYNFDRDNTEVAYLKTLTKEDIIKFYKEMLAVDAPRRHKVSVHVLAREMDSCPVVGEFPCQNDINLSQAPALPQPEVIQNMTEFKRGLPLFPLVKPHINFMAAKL
p-CIP stab down – compounds decreasing mouse p/CIP protein stability; AID 1984; decrease of EGFP signal, % at 10 µM; F442A p/CIP-EGFP cells, EGFP fluorescence, 16 h; 290,000 tested, 0.01% active; Q05BA5;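 active = EGFP signal decrease of at least 30% at 10 µM or well 3 SD below plate mean, unless failing retest; inactive = the rest, including hits failing retest or dose response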; also: some compounds called inactive have numbers as strong as hits; many of its hits are not listed in these tables
GalR3 antagonist – blocks the human galanin receptor 3; O60755; HEK293 GalR3-CNG cAMP membrane potential fluorescence; galR3 body fused to GalR1 C-terminus; inhibition, % at 3 µM; 360,000 tested, 0.44% active; AID 651719;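 active = inhibition above the screen-wide average plus 3 SD, cut at about 13% in these data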;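 also: forskolin and galanin both at EC90 stimulate the cells; cAMP rise reported by CNG channel membrane potential dye signal; 0% = forskolin plus galanin with DMSO and 100% = forskolin alone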
MEKK3 PB1 HTS – MEKK3-MEK5 PB1 interaction, increase or decrease; Q99759; bead-based flow cytometry, Alexa488-MEK5 binding to MEKK3; actives lie on both sides; 0 = blocked by unlabeled MEK5, 100 = vehicle; binding response (% of control), % at 10 µM; 290,000 tested, 1.4% active; AID 1529;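 active = binding response more than 3 SD above or below the average of its plate-row segment, actives on both sides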;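 also: Alexa488 bead fluorescence after subtracting the streptavidin-only scavenger bead signal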
IDE act – IDE (human) activation, cell-based | HEK cells, FAbeta-B cleavage, fluorescence polarization; 0% vehicle, 100% cell-free pure enzyme wells | activation, % at 5.96 µM | 340,000 tested, 0.073% active;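 active = activation above the mean of all tested compounds plus 3 SD, set per screening campaign, cut at about 17% in these data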
CRFBP-R2 block – blocks CRF-induced signaling of the CRF-BP/CRF-R2 complex; HEK293 CRF-R2/CRF-BP, CRF-induced calcium fluorescence; inhibition, % at 11.8 µM; 350,000 tested, 0.59% active; AID 588475;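 active = inhibition of the ligand-induced calcium signal above about 50% at the single tested concentration, limit read from the data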
* marks the source's active call; other numbers are inactive results; · = no result given; [ ] = dose if it differs, or a comment.

PHOSPHO1 inh	M4 PAM	CRFBP-R2 agonist	IDE cell inh	p-CIP stab down	GalR3 antagonist	MEKK3 PB1 HTS	IDE act	CRFBP-R2 block	mol
·	0	0.2	2	·	-6	·	-6	-9	O=C(CCCOc1ccccc1)Nc1cccc(S(=O)(=O)N2CCOCC2)c1
7	-8	59*	-1	4	-4	101	2	15	O=c1c2ccc(Cl)cc2nc(-c2ccc([N+](=O)[O-])cc2)n1O
23	15	-0.2	-6	-8	1	102	3	-2	Cc1ccc(/C=C2\SC(=S)N(CCCC(=O)NC3CCCC3)C2=O)cc1
20	-6	-0.8	0	-3	-2	103	-2	-17	CCOc1ccc(-n2c(=S)sc3c(=O)[nH]c(SCC(=O)NC(C)CC)nc32)cc1 (centres undefined)
39	-2	-0.6	3	-8	5	98	0	-7	CCOc1ccc(S(=O)(=O)N2CCCC(C(=O)NCc3ccncc3)C2)cc1Cl (centres undefined)
-1	-2	-0.7	0	0	0	96	9	13	CCCC(=O)Nc1ccc(Cl)c(NC(=S)NC(=O)c2cc3ccccc3o2)c1
4	-2	3.5	9	-14	-5	106	-4	-3	CCC(CO)NCc1ccc(OC2CCCC2)cc1 (centres undefined)
-1	-8	-0.6	5	4	-3	109	-1	-1	CCc1ccc2c(COn3nnc4ccc(S(=O)(=O)N(C)C)cc43)cc(=O)oc2c1
4	14	13	-6	-10	4	102	1	-6	CCOC(=O)N1CCC(NS(=O)(=O)c2ccc3c(c2)oc(=O)n3C)CC1
·	5	1.1	·	·	-1	·	9	5	COc1ccc(C(=O)NC(=O)COC(=O)CCS(=O)(=O)c2ccc(C)cc2)cc1
3	1	-1.3	-4	3	-5	99	1	1	Cc1ccc(C2=N/C(=C\c3cccc(F)c3)C(=O)O2)cc1
-19	·	·	4	-18	·	102	·	·	CC(C)(C)C#CC(CCc1ccccc1)OS(N)(=O)=O (centres undefined)
9	0	1.1	1	2	-3	101	4	-7	O=S(=O)(c1ccc2ccccc2c1)N1CCCOC1
34	-6	-0.3	-2	-7	-9	101	3	9	O=C(Nc1ccccc1O)c1ccc([N+](=O)[O-])cc1
·	-1	-0.5	1	·	-4	·	5	-6	Cc1ccc(C)c(NC(=O)C(c2ccccc2)N2CCN(CC(=O)N3CCOCC3)CC2)c1 (centres undefined)
·	1	-1.4	4	·	-2	102	4	-1	Cc1ccccc1CN1[C@@H](Cc2ccccc2)COCCS1(=O)=O
46	0	0.9	-3	-20	-2	97	1	80*	NC(=O)COC(=O)c1ccc(-c2ccc(O)cc2)cc1
20	1	-0.2	3	4	-1	117	5	-4	Cc1nc(C(Cl)(Cl)Cl)nc2[nH]ccc(=O)c12
15	0	-1.8	·	-3	-2	92	2	6	Cc1cccc(N(CC(=O)N2CCCCCC2)S(C)(=O)=O)c1C
37	-2	-1.6	3	-17	-5	97	-5	8	O=C(CNC(=O)c1ccco1)OCc1ccc(C(=O)Oc2ccccc2)cc1
·	-6	-1.3	-3	·	-5	·	2	-5	CC(C)(C)OC(=O)C[C@@H]1C/C=C\C[C@@H](CC(=O)N[C@@H](CO)Cc2ccccc2)C(=O)NC[C@@H](c2ccccc2)OC1=O
·	5	0.4	7	·	-3	·	-5	1	CCc1cccc(NC(=O)CCc2nc3sc4c(c3c(=O)[nH]2)CCCC4)c1
6	7	-1.0	4	-6	-5	101	7	-5	O=C(CCn1nnc2ccccc2c1=O)N[C@H](C(=O)O)c1ccccc1
11	0	-0.8	0	-6	2	97	0	10	O=C(C1CCN(c2nc3nonc3nc2N2CCCCC2)CC1)N1CCOCC1
7	-3	0.8	4	-9	-4	102	2	16	Cc1ccc(/C(O)=C/C(=O)C(=O)NC23CC4CC(CC(C4)C2)C3)cc1

Results in IDE cell inh, IDE act and p-CIP stab down (4 entries from above):
structure | IDE cell inh | IDE act | p-CIP stab down
Cc1ccc(/C=C2\SC(=S)N(CCCC(=O)NC3CCCC3)C2=O)cc1 | -6 | 3 | -8
Cc1ccc(C2=N/C(=C\c3cccc(F)c3)C(=O)O2)cc1 | -4 | 1 | 3
CCC(CO)NCc1ccc(OC2CCCC2)cc1 (centres undefined) | 9 | -4 | -14
CCc1cccc(NC(=O)CCc2nc3sc4c(c3c(=O)[nH]2)CCCC4)c1 | 7 | -5 | ·

Remaining list, next part
PHOSPHO1 inh	M4 PAM	CRFBP-R2 agonist	IDE cell inh	p-CIP stab down	GalR3 antagonist	MEKK3 PB1 HTS	IDE act	CRFBP-R2 block	mol
54	-3	21	5	5	-4	66*[inhibitor]	-2	33	O=C(NNC(=S)Nc1cccc(C(F)(F)F)c1)c1ccccc1Cl
·	12	-1.2	2	·	·	·	-2	3	c1ccc(-c2ccc3[nH]ccc3c2)cc1
1	4	-0.7	0	-15	1	76	1	-2	O=C(COC(=O)c1c[nH]c(=O)[nH]c1=O)NCc1ccccc1
-19	8	0.4	3	8	-7	100	4	-11	C/C(=N\NC(=O)Nc1ccccc1)c1ccc2ccccc2c1
-16	1	-0.9	-1	3	-3	103	-1	-7	Cn1cnc(C(F)(F)F)c1-c1ccc([N+](=O)[O-])cc1
28	-4	5.2	4	2	-9	78*[inhibitor]	0	11	CCC(C)Nc1nc(-c2c[nH]c3ccccc23)cs1 (centres undefined)
37	-2	-2.3	1	2	0	102	1	4	CC(C)(C)OC(=O)NCCCC[C@H](NC(=O)[C@H](Cc1c[nH]c2ccccc12)NC(=O)OCc1ccccc1)C(=O)O
22	-9	19	2	-13	-10	101	4	-62	CCOc1ccccc1N(CC(=O)NC1CCCCC1)S(=O)(=O)c1ccccc1
54	-6	0.7	2	-20	-2	101	0	-28	O=C(Nc1ccc(F)cc1F)Nc1ccc(F)cc1F
·	4	0.5	2	-3	-9	98	-3	3	O=C(Oc1ccc(Oc2ccccc2)cc1)N1CCC(O)CC1
-1	4	0.1	5	-14	0	133*	5	4	COc1cc(C)ccc1OCCCOc1c(Cl)cccc1Cl
37	-11	-1.0	0	-8	-1	99	-1	-6	OC1(c2cccc(C(F)(F)F)c2)CCN(Cc2nnnn2Cc2ccccc2)CC1
-6	1	-0.7	10	-2	-7	97	-4	-4	CC1CN(CCCCN2C(=O)c3ccccc3C2=O)CC(C)O1 (centres undefined)
44	-8	0.6	0	-7	5	105	6	4	CCCOc1ccc(CNC(=O)C2CCN(c3nn4c(=O)cc(C)nc4s3)CC2)cc1
35	4	1.9	4	-4	1	101	0	-12	CC(=O)Nc1ccc(NC(=O)CS(=O)(=O)c2cn(CC(=O)N3CCC(C)CC3)c3ccccc23)cc1
·	-4	2.5	0	·	-4	·	6	3	CCN(CC)CCNC(=O)c1ccc(NC(=O)c2ccc(S(=O)(=O)N3CCCCCC3)cc2)cc1
-15	9	-1.9	8	-11	-2	106	-3	-4	COC(=O)C1=C(SC)N(c2ccc(OC)cc2)C(c2ccccc2)CC1=O (centres undefined)
·	1	0.8	-1	-18	-13	102	-1	11	CSc1nc(=S)n(-c2ccccc2)c(C)c1C(C)=O
38	1	0.2	4	16	0	103	4	-13	CC1CCCN(C(=O)CCNS(=O)(=O)c2ccc3c(c2)oc(=O)n3C)C1 (centres undefined)
-29	-7	1.8	6	-1	-1	100	5	-4	O=C(CN1C(=O)C2CCCCC2C1=O)N1CCN(c2ccc(F)cc2)CC1 (centres undefined)
18	-2	-2.1	6	14	-3	·	6	-9	Brc1cccc(-c2nnc(SCc3nc4ccccc4[nH]3)o2)c1
36	24	-0.1	-4	-10	-4	100	-7	2	O=c1cc(CSc2ccc(Cl)cc2)[nH]c2[nH]n(-c3ccccc3)c(=O)c12
-1	5	-0.2	9	11	-2	107	2	-2	CCN1CCN(Cc2nc3c(c(=O)n(C)c(=O)n3C)n2C(C)C(C)=O)CC1 (centres undefined)
-106	-4	0.7	·	-6	4	35*[inhibitor]	1	3	Cc1nc(N)sc1-c1csc(Nc2ncccn2)n1
9	4	-0.7	-3	-5	-5	93	2	-11	CCCN(CCC)CCNS(=O)(=O)c1ccc2c(c1)CCN2C(=O)C1CCC1

CRFBP-R2 block: entries above that show a hit.
PHOSPHO1 inh	M4 PAM	CRFBP-R2 agonist	IDE cell inh	p-CIP stab down	GalR3 antagonist	MEKK3 PB1 HTS	IDE act	CRFBP-R2 block	mol
46	0	0.9	-3	-20	-2	97	1	80*	NC(=O)COC(=O)c1ccc(-c2ccc(O)cc2)cc1

Further results follow.
PHOSPHO1 inh	M4 PAM	CRFBP-R2 agonist	IDE cell inh	p-CIP stab down	GalR3 antagonist	MEKK3 PB1 HTS	IDE act	CRFBP-R2 block	mol
-9	3	-0.5	-1	8	-7	104	-4	-11	Cc1nc2ccccn2c1C(=O)CSc1cccc(Cl)c1
·	5	-0.5	-1	·	-3	·	3	1	COCCN(C(=O)COC(=O)C1COc2ccccc2O1)c1c(N)n(Cc2ccccc2)c(=O)[nH]c1=O (centres undefined)
-25	12	3.1	1	-4	-7	99	1	-3	O=C1NCCCCC1NS(=O)(=O)c1ccc(Cl)cc1 (centres undefined)
25	-5	2.6	4	-9	-6	99	-7	41	Cc1cccc(Oc2c([N+](=O)[O-])c(=O)n(C)c3ccccc23)c1
-1	-1	-0.5	-1	1	-11	123	0	-38	Brc1csc(/C=N/Nc2nc3ccccc3s2)c1
-1	9	-0.1	-12	-4	-2	100	1	-9	COc1ccc(NC(=O)CN(c2ccccc2)S(=O)(=O)N(C)C)cc1OC
21	2	-0.7	-6	8	-3	101	1	10	O=C(Oc1cccnc1)c1cccc(Cl)c1
·	4	17	-3	·	-5	·	-1	24	Cc1ccc(S(=O)(=O)N2[C@@H](c3cccc(Cl)c3)C(C(=O)O)=CC[C@H]2c2ccc(Cl)c(Cl)c2)cc1
5	-3	1.1	3	-11	-6	91	-8	-8	COc1ccc(-c2nnn(CC(=O)N(CCO)C(C(=O)NC3CCCC3)c3ccc(F)cc3)n2)cc1 (centres undefined)
·	-1	2.0	·	·	-2	·	5	-8	CN(C)CC1CCC/C(=C/c2ccc(Cl)cc2)C1=O (centres undefined)
·	-2	0.4	·	·	0	·	·	3	CN(C(=O)Nc1ccc(F)cc1)[C@H]1C[C@H]2c3[nH]c4ccccc4c3CCN2C(=O)[C@H]1CO
51	8	-1.9	1	3	0	97	1	0	COC(=O)c1cc(NC(=O)CSc2nnc(N)s2)ccc1Cl
38	4	-1.4	0	0	-5	105	10	-7	CNC(=S)NNC(=O)c1cc(C(C)(C)C)nn1Cc1ccc(F)cc1
-7	-1	0.7	0	-7	2	102	0	-2	O=C1[C@H]2[C@@H](/C=C/c3ccccc3)N3C(=O)CN(CC4CC4)C(=O)[C@@]3(Cc3ccccc3)[C@H]2C(=O)N1c1ccccc1
34	-3	-3.1	1	-2	-2	102	5	11	CN(C)c1ccc(/C=N/OC(=O)Nc2ccccc2)cc1
-6	11	-1.4	-4	-8	-2	100	-4	-1	CC1=NN(C(=O)Cn2ccc([N+](=O)[O-])n2)C(O)(C(F)(F)F)C1 (centres undefined)
-14	-3	7.6	-1	4	1	103	5	1	Cc1ccc(C(=O)c2ccccc2C(=O)OCC(=O)NCCc2ccc(Cl)cc2Cl)cc1
24	6	-0.9	1	2	0	107	5	10	COc1ccc(CCN(C)CCN2C(=O)c3ccccc3C2=O)cc1OC
33	4	1.7	8	-11	-4	102	-5	35	Cc1nc2c([N+](=O)[O-])c(C)c(C)cc2[nH]1
-7	2	-7.8	-2	19	-1	105	0	-23	CCOc1ccccc1NC(=O)Cn1nnc(C(=O)NCCc2ccc(OC)c(OC)c2)c1N
·	5	-0.4	·	·	-3	·	8	6	O=C1C2CCCN2C(=S)N1c1cc(Cl)ccc1Cl (centres undefined)
17	-2	-2.0	-1	0	0	100	2	5	O=C(NCc1ccccn1)Nc1ccccc1C(F)(F)F
·	-4	0.8	·	·	-3	·	0	1	CCOC(=O)C1CCN(CC(O)COc2ccc(S(=O)(=O)N3CCCC3)cc2[N+](=O)[O-])CC1 (centres undefined)
